# Bioassay records: PubChem BioAssay, several laboratories
# PPC-1+TRAIL kill: kills PPC-1 cancer cells in the presence of TRAIL; cell killing (% activity), % at 4 µM; PPC-1 cells + TRAIL, ATPLite viability luminescence; 0.41% of 220,000 active;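 active means cell killing above 50% in the first pass at 4 µM, then a duplicate retest at 5 µM averaging 50% or more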;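 further: plate controls were cells with TRAIL plus DMSO for no effect and medium-only wells lacking cells for full effect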
# EP2 antag: blocks the human prostaglandin E2 receptor EP2; P43116; C6 glioma cells expressing human EP2, cAMP TR-FRET; cells stimulated with saturating PGE2; inhibition, % at 25 µM; 0.52% of 260,000 active; AID 1422;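 active means percent inhibition above 40 after rounding to a whole number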;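 further: rat C6 glioma host cells with rolipram phosphodiesterase inhibitor present; the protocol text gives 20 µM as final concentration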
# p97 inhibitor: blocks human p97 ATPase activity | P55072 | recombinant p97 ATPase, Kinase-Glo ATP luminescence, 3 h | inhibition, % at 8 µM | 0.42% of 220,000 active | AID 1481; in the data active means inhibition above about 15%;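 further: 0% = DMSO vehicle and 100% = wells lacking enzyme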
# Target sequence (P55072 whole entry, looked up): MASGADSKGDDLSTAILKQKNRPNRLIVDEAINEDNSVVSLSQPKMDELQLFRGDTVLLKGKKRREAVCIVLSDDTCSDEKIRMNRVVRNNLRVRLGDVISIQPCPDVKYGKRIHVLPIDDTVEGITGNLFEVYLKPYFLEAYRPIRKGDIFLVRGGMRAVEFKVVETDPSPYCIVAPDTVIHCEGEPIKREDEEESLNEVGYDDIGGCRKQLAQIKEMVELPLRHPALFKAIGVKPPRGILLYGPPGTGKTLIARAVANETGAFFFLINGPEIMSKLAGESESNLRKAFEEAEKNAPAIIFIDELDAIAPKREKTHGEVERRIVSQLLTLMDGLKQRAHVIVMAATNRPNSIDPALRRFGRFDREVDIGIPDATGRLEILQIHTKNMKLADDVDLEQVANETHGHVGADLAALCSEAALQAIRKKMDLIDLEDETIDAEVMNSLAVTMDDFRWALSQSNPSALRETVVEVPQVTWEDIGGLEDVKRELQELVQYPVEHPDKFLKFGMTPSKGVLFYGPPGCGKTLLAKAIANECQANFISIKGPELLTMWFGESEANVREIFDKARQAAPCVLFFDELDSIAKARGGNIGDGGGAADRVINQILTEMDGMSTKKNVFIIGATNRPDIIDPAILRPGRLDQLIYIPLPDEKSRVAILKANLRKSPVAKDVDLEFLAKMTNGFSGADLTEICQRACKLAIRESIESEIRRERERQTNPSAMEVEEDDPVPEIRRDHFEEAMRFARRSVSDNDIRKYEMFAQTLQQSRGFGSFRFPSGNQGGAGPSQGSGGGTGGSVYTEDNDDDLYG
# BaF3 tox: reduces parental Ba/F3 cell viability, JAK2V617F counter-screen; CellTiter-Glo ATP luminescence; inhibition, % at 5.6 µM; 1.1% of 220,000 active; AID 1486;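 active means inhibition above a per-campaign cutoff, the mean inhibition of all tested compounds plus 3 SD, cut at about 27% in these data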;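 further: 0% = DMSO wells and 100% = JAK Inhibitor I control wells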
# Ba/F3 V617F tox: loss of viability in JAK2V617F-driven Ba/F3 cells. Ba/F3 EpoR-JAK2V617F viability, ATP luminescence. inhibition, % at 5.6 µM. 1.1% of 220,000 active;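 active means inhibition above the campaign mean plus 3 SD over all tested compounds, cut at about 24% in these data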;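 further: cytokine-independent growth of Ba/F3 cells driven by EpoR plus mutant JAK2; 0% = DMSO-treated cells and 100% = JAK inhibitor I control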
# p47phox inh: blocks human p47phox regulatory protein of NADPH oxidases; P14598; p47phox/p22phox peptide binding, fluorescence polarization, 2 h; 0.53% of 220,000 active; inhibition, % at 24.7 µM;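 active means inhibition above about 30%, limit read from the data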;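 further: 0% = p47phox with labelled peptide and 100% = labelled peptide alone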
# RBBP9 inh: blocks human serine hydrolase RBBP9; O75884; recombinant RBBP9, FP-Rh probe fluorescence polarization; inhibition, % at 7.94 µM; 0.2% of 220,000 active;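 active means inhibition above the campaign mean of all tested compounds plus 3 SD, cut at about 14% in these data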;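 further: plate controls were DMSO wells with RBBP9 for no effect and wells lacking RBBP9 protein for full effect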
# Target sequence (O75884 whole entry, looked up): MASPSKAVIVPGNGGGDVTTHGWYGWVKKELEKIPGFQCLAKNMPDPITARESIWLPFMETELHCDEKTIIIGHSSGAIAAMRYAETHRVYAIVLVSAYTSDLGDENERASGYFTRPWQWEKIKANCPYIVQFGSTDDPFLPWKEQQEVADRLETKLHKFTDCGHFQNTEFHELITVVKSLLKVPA
#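 Measured by: FP readout at 525/598 nm; material: recombinant human RBBP9; also added: Serine-hydrolase probe FP-Rh, 375 nM pre-mixing; medium: Tris buffer pH 8.0, NaCl, Pluronic; replication: one well per compound; doses: one concentration, 7.94 µM nominal, 0.794% DMSO; timing: preincubation 30 min plus labeling 45 min at 25 °C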
# Furin inh: human furin inhibition | purified furin, fluorogenic substrate cleavage | inhibition, % at 30 µM | 0.061% of 220,000 active; in the data active means inhibition above about 25%; further: inactives centre near -15
# Tb hexokinase: blocks Trypanosoma brucei hexokinase 1 activity. 0.11% of 220,000 active. recombinant TbHK1, G6PDH-coupled NADH A340. inhibition, % at 10 µM;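 active means inhibition of 50% or more in the single-dose primary screen; inactive means inhibition below 50%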
# Starred values were filed as active, the others as inactive; / = not tested or not shown; [ ] = dose if it differs, or a comment. This is a subset; count on the stated rates, not on these rows.
SMILES,PPC-1+TRAIL kill,EP2 antag,p97 inhibitor,BaF3 tox,Ba/F3 V617F tox,p47phox inh,RBBP9 inh,Furin inh,Tb hexokinase
Cc1nn(Cc2c(F)c(F)c(F)c(F)c2F)c(C)c1NC(=O)c1c([N+](=O)[O-])cnn1C,0,12,5,3,-1,-6,4,-14[20 µM],2
CCCCOc1ccc(C2CC(=O)NC2=O)cc1 (stereo unspecified),22,4,-9,0,2,-13,-6,-6[20 µM],3
CCC(=O)Nc1ccc2c(c1)nc(CN1CCCCC1)n2C,-1,7,2,11,0,-13,-8,-36,-5
Cc1cc(C(=O)OCC(=O)Nc2cccnc2Cl)c2ccccc2n1,22,10,-3,2,-1,-3,-4,-1,7
CC(/C=C/c1ccccc1)=N/NC(=O)Cn1nnc(N)n1,18,4,3,-6,1,-1,5,-20,-21
Cc1c(CCO)c(=O)n(-c2ccccc2)n1S(=O)(=O)c1ccc([N+](=O)[O-])cc1,4,3,1,-1,-1,0,-12,-4,-3
CC(C)n1c(SCC(=O)Nc2ccc3c(c2)OCO3)nc2c1c(=O)n(C)c(=O)n2C,-5,/,2,3,-2,-2,-2,-34,5
COc1ccccc1CC(=O)Nc1cccc2c1CCCC2,1,11,0,8,3,-3,3,-16,-5
Cc1cc(=O)oc2cc(OCC3CC(c4ccc(N(C)C)cc4)=NO3)ccc12 (stereo unspecified),7,13,-3,5,4,-17,-9,-3,-7
Cc1ccc(C(=O)NNC(=O)CSc2nc(N)cc(N)n2)cc1,6,11,4,3,-1,4,-4,-21,30
CCc1ccc(NC(=S)NNC(=O)c2ccccc2OC(F)F)cc1,-5,7,1,9,15,-6,5,-16,7
Cc1ccccc1NC(=O)c1c(F)c(F)c(F)c(F)c1F,-4,10,-2,5,2,-2,-4,-14[20 µM],6
NC(=O)CC[C@@H]1NC(=O)[C@H](Cc2ccc(O)cc2)NC(=O)c2cc([N+](=O)[O-])cc(F)c2OCC[C@@H](C(N)=O)NC1=O,-3,15,1,3,-3,-1,-11,-18,-4
CC(NC(=O)Cc1ccccc1)c1cc2c(cc1Br)OCCCO2 (stereo unspecified),22,11,4,-1,-3,-2,-7,-8,2
C/C(CC(=O)Nc1ccc2c(c1)OCO2)=N\NC(=O)C(c1ccccc1)c1ccccc1,25,10,-3,9,6,-1,-2,-10,2
O=C(CCc1ccccc1)Nc1ccc2ccccc2n1,17,8,1,8,0,-18,5,1,5
CC/C(=N/NC(=O)CCC(=O)Nc1ccccc1OC)c1ccccc1,22,7,2,1,-3,3,0,-1,-6
CSc1ccc(/C=N/NC(=O)c2cc(O)cc(O)c2)cc1,22,8,-1,3,-1,-14,-5,-14,-46
Cn1cnnc1SCC(=O)Nc1ccccc1C(=O)NC1CC1,36,6,-4,3,-2,7,-6,-20[20 µM],-5
Cc1cc(C)c2c(N)c(C(=O)NCC3CCCCC3)sc2n1,7,14,-5,2,1,-12,1,-15[20 µM],-17
COc1nc(NCCc2ccc(OC)c(OC)c2)nc(OC)n1,1,12,-1,3,-1,-8,2,-18[20 µM],0
Cc1ccccc1OCC(=O)N/N=C/c1sc(=O)n(Cc2cccc(C(=O)O)c2)c1Cl,-7,6,3,-2,-1,-30,-15,-15,-16
COc1ccc(/C=C/C(=O)OCC(=O)Nc2ccc(Cl)cc2F)cc1S(=O)(=O)N1CCOCC1,4,5,7,6,-1,-12,1,-26,1
Cc1ccc(OCCC(=O)OCC(=O)Nc2ccc(Cl)cn2)cc1,10,17,-4,2,1,-15,-1,-12,2
COC(=O)C1C(=O)CC(C)(O)C(C(=O)OC)C1c1ccc2c(c1)OCO2 (stereo unspecified),-2,11,2,2,-2,-12,-5,-30,0

# Gathered by group: those above with a Cl atom (4)
SMILES,PPC-1+TRAIL kill,EP2 antag,p97 inhibitor,BaF3 tox,Ba/F3 V617F tox,p47phox inh,RBBP9 inh,Furin inh,Tb hexokinase
Cc1cc(C(=O)OCC(=O)Nc2cccnc2Cl)c2ccccc2n1,22,10,-3,2,-1,-3,-4,-1,7
Cc1ccccc1OCC(=O)N/N=C/c1sc(=O)n(Cc2cccc(C(=O)O)c2)c1Cl,-7,6,3,-2,-1,-30,-15,-15,-16
COc1ccc(/C=C/C(=O)OCC(=O)Nc2ccc(Cl)cc2F)cc1S(=O)(=O)N1CCOCC1,4,5,7,6,-1,-12,1,-26,1
Cc1ccc(OCCC(=O)OCC(=O)Nc2ccc(Cl)cn2)cc1,10,17,-4,2,1,-15,-1,-12,2

# Returning to the listing with the two entries that preceded the break.
SMILES,PPC-1+TRAIL kill,EP2 antag,p97 inhibitor,BaF3 tox,Ba/F3 V617F tox,p47phox inh,RBBP9 inh,Furin inh,Tb hexokinase
Cc1ccc(OCCC(=O)OCC(=O)Nc2ccc(Cl)cn2)cc1,10,17,-4,2,1,-15,-1,-12,2
COC(=O)C1C(=O)CC(C)(O)C(C(=O)OC)C1c1ccc2c(c1)OCO2 (stereo unspecified),-2,11,2,2,-2,-12,-5,-30,0
O=S(=O)(NC1c2cccc3cccc(c23)C1N1CCN(CCO)CC1)c1ccccc1 (stereo unspecified),22,-1,-3,3,-3,-7,4,-36,-2
Cc1cc(OC(=O)c2c(F)cc(F)cc2F)nc(C)n1,18,8,-4,4,3,-5,-11,-15,5
Cc1cccc(C)c1Nc1c(-c2ccsc2)nc2ncccn12,17,4,-2,6,1,-8,-14,-1,26
Cn1cc(/C=C2\SC(=S)N(NC(=O)c3ccccc3Cl)C2=O)c2ccccc21,-1,9,5,4,-1,0,-7,-7,5
Cc1ccccc1Oc1ccccc1N,1,4,2,8,2,-19,-8,-29,2
Cc1c(-c2ccccc2)oc2c(C(=O)OCC(=O)Nc3ccc(C(N)=O)cc3)cccc2c1=O,11,13,8,8,2,-67,4,-5,26
COCC(C)NC(=O)c1ccccc1[N+](=O)[O-] (stereo unspecified),2,13,4,5,-3,-7,-6,-15,-3
C=CCNC(=O)c1snnc1-c1ccccc1,0,17,-3,7,2,-3,-4,-8[20 µM],12
COC(=O)c1ccc(NC(=O)CN2CCOCC2)cc1,19,4,6,0,-3,-1,3,-8,4
COc1ccc(C(C(=O)NCc2ccccc2)N(Cc2cccs2)C(=O)c2cnccn2)cc1 (stereo unspecified),12,3,0,0,-1,-5,-7,-15[20 µM],-4
Cc1nc2cc(NS(=O)(=O)c3ccccc3F)ccc2s1,12,7,-2,0,0,20,-4,-14,-6
CCc1ccc(NC(=O)c2cc(CC(C)C)on2)cc1,-7,10,2,0,-4,-17,-6,-3,-5
CCNc1nc(N)nc(Oc2ccc(OCCOc3ccccc3)nn2)n1,-30,2,5,-3,-4,-3,2,-13[20 µM],-1
CCOC(=O)c1sc(C)c2c1NC(C)(c1cccc3ccccc13)NC2=O (stereo unspecified),7,5,-7,2,-5,3,2,-5[20 µM],-17
CC(NC(=O)COC(=O)c1ccco1)c1ccccc1 (stereo unspecified),-10,6,0,7,2,5,-10,-7[20 µM],-3
Cc1ccc(C2C=C(c3ccc4c(c3)OCO4)Nc3ncnn32)cc1 (stereo unspecified),16,/,1,-1,-1,-26,4,-3,30
Cc1ccc(OCC(=O)Nc2ccc3c(c2)OCCO3)cc1C,18,11,2,2,-1,-4,-3,-16,2
Cc1nc2c(C)[n+](CC(=O)c3ccccc3)ccc2n1C,-4,5,8,25,12,0,0,-15,-7
O=c1[nH]c(SCc2cccc(F)c2)nc2c1CCCC2,17,9,2,0,-4,-5,-9,-8,3
CC(C)OC(=O)C1C(=O)CC(C)(O)C(C(=O)OC(C)C)C1c1ccccc1 (stereo unspecified),1,4,3,7,-2,-3,-7,-28,-1
O=C(Cn1cc2c(n1)CCCC2)NCCc1ccccc1,/,3,1,4,2,-7,-1,-6,-5
Cc1cc2nc(-c3ccc(SCc4ccc(C#N)cc4)nc3)[nH]c2cc1C,4,13,3,7,1,-73,-17,-25[20 µM],-9
Cc1nnc(SCC(=O)Nc2nsc(-c3ccc(C(C)(C)C)cc3)n2)s1,29,11,-3,7,-4,-10,-8,-26,-10
CC1=NNC(=O)c2ccccc2O1,24,7,2,9,4,-17,-2,-27,-6
COc1ccc(-c2cn3cc(C)ccc3n2)cc1OC,75*[5 µM],14,-12,9,3,-11,-3,-23[20 µM],-9
SMILES,PPC-1+TRAIL kill,EP2 antag,p97 inhibitor,BaF3 tox,Ba/F3 V617F tox,p47phox inh,RBBP9 inh,Furin inh,Tb hexokinase
COc1ccc(C(=O)NCCn2ccc3ccccc32)cc1,13,14,-4,2,-1,-13,-5,-14[20 µM],4
COc1ccccc1N(CC(=O)Nc1ccc2c(c1)OCO2)S(=O)(=O)c1ccccc1,11,9,-2,6,2,-1,-7,-8,-8
CCc1nnc(SCC(=O)NC2CCCCC2)nc1CC,4,12,1,0,-2,5,-3,-26[20 µM],2
Cc1cc(-n2cnc(-c3cn(C)nc3C)n2)no1,-10,3,2,-1,1,-8,-1,-32,17
N#Cc1ccc(Oc2nc(C(N)=O)cc(-c3ccccc3)n2)cc1,16,1,9,5,0,-7,-8,-7[20 µM],-4
CC(C)(C)OC(=O)N[C@@H](Cc1ccccc1)C(=O)NCC1CCC(C(=O)O)CC1 (stereo partly specified),-7,8,3,1,-1,-11,-2,-14,-6
CCCOc1cc(C)nc(-c2ccccc2O)n1,11,8,-2,4,2,-5,-3,-20[20 µM],-4
CCc1c(C)nc2ncnn2c1N1CCCC(C(=O)NCCc2ccccc2)C1 (stereo unspecified),18,10,4,2,-4,-11,-18,-8[20 µM],2
C=CCN(c1ccccc1)S(=O)(=O)c1cccc(C(=O)Nc2nc3ccccc3[nH]2)c1,-1,4,1,7,0,-7,-5,-6,0
Cc1cc(C)cc(NC(=S)NCc2cccs2)c1,12,7,0,1,0,10,-2,-4,9
COc1cc(OC)cc(C(=O)NC(=S)Nc2ccc(Cl)c(C(=O)O)c2)c1,6,6,0,6,3,-15,-2,-2,-9

# Given field by field: 2 of the compounds above
compound: CCCOc1cc(C)nc(-c2ccccc2O)n1
  PPC-1+TRAIL kill: 11
  EP2 antag: 8
  p97 inhibitor: -2
  BaF3 tox: 4
  Ba/F3 V617F tox: 2
  p47phox inh: -5
  RBBP9 inh: -3
  Furin inh: -20[20 µM]
  Tb hexokinase: -4

compound: CCc1c(C)nc2ncnn2c1N1CCCC(C(=O)NCCc2ccccc2)C1 (stereo unspecified)
  PPC-1+TRAIL kill: 18
  EP2 antag: 10
  p97 inhibitor: 4
  BaF3 tox: 2
  Ba/F3 V617F tox: -4
  p47phox inh: -11
  RBBP9 inh: -18
  Furin inh: -8[20 µM]
  Tb hexokinase: 2
